Screens as filed in PubChem BioAssay.
aGal spleen mod – qHTS Assay for Inhibitors and Activators of Human alpha-Galactosidase From Spleen Homogenate | Alpha-galactosidase A (Homo sapiens), P06280 | human spleen homogenate, 4MU-alpha-Gal fluorescence, 40 min | Potency, µM (top dose mostly 80 µM), for inactives: top-dose activity change, negative = inhibition, actives largely listed as inhibitors | 0.008% of 240,000 active;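 also: 0% = enzyme with vehicle and -100% = no enzyme basal signal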
Target sequence (P06280 32-429 limits assumed): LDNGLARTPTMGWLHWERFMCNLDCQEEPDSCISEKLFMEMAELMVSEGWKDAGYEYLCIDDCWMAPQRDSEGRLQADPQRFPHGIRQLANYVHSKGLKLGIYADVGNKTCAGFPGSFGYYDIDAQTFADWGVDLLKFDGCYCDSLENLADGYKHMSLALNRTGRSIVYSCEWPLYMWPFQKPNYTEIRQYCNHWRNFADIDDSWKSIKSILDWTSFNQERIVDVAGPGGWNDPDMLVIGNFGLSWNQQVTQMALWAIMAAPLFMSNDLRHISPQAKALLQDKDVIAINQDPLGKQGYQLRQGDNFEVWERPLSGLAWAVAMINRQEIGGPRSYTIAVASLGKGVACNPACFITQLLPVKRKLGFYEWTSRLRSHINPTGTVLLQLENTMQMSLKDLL
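Spleen homogenate 1 ug + cpd (titration) + 4-MU-alpha-D-galactopyranoside 1 mM; 37C 40 min; 50 mM citrate/phosphate pH 5.0, 0.01% Tween-20; stop pH 10; fluorescence 365/440; AC50 via Hill.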
TR SRC2 fluor cs – Total Fluorescence Counterscreen for Inhibitors of the Interaction of Thyroid Hormone Receptor and Steroid Receptor Coregulator 2. TRb/SRC2 Texas Red total fluorescence interference. Potency, µM (doses to about 106 µM), for inactives: at the highest dose fluorescence change, negative = quenching. 0.29% of 280,000 active. AID 1479, 2009; active = well fitted curve in either direction with a large enough effect; inconclusive = small, poorly fitted or top-dose-only effect
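Human TRβ ligand-binding domain (0.6 uM) and Texas Red SRC2 peptide (20 nM) in Tris buffer with 1 uM T3 and 5% DMSO were incubated with pinned compound for 5 hr at ambient temperature. Total fluorescence was computed as S + 2P (555/632 nm).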
ALDH1A1 inh – qHTS Assay for Inhibitors of Aldehyde Dehydrogenase 1 (ALDH1A1). Potency, µM (series often up to 75.3 µM), without a hit: at the highest dose activity, negative = inhibition, hits mostly inhibitors. Aldehyde dehydrogenase 1A1 (Homo sapiens), P00352. Purified ALDH1A1, NADH fluorescence, propionaldehyde substrate. AID 1030, 2008. 7.3% of 220,000 active; active = well fitted inhibition curve with a large enough effect, not every such curve was filed as active; inconclusive = small, poorly fitted or top-dose-only effect, or another doubt; inactive = no such curve, though single readings can be large or run the other way;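 also: plate controls were no enzyme wells and a reference inhibitor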
Tau fluor counter – Counterscreen qHTS for Inhibitors of Tau Fibril Formation, Fluorescence Polarization. Potency, µM (top dose mostly 57.7 µM), inactives show at the highest dose activity change, negative = decrease. tau K18 P301L Alexa594 fluorescence, heparin fibrillization. AID 1463, 2008. 0.93% of 280,000 active; also: nearly all actives have a fitted effect of over 55% in size
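Human K18 P301L tau (15 uM unlabeled plus 0.24 uM Alexa 594-labeled, final) in 100 mM sodium acetate pH 7 was mixed with compound and 20 uM heparin and incubated 6 hr at 37 C.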
Tau ThT inhib – qHTS for Inhibitors of Tau Fibril Formation, Thioflavin T Binding; Microtubule-associated protein tau (Homo sapiens), P10636; Potency, µM (highest dose often 57.4 µM), without a hit: at the highest dose activity, negative = inhibition, most hits filed as inhibitors; 2.1% of 270,000 active; recombinant tau K18 P301L (four-repeat tau fragment), heparin-induced fibrillization, ThT fluorescence; also: nearly all actives have a fitted effect of over 55% in size
Target sequence (P10636 561-689 P618L limits assumed): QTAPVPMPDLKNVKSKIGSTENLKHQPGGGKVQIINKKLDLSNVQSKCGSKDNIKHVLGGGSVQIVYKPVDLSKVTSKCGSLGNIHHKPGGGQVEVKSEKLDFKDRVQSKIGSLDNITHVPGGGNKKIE
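Heparin-induced (20 uM) aggregation of recombinant human K18 P301L tau, 15 uM unlabeled with 0.24 uM labeled, pH 7 acetate buffer, 6 hr at 37 C with compound. Fibrils quantified by 30 uM ThT fluorescence after 1 hr ambient incubation.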
L3MBTL1 block – qHTS Assay for the Inhibitors of L3MBTL1. Lethal(3)malignant brain tumor-like protein 1 (Homo sapiens), Q9Y468. AlphaScreen L3MBTL1–H3K9me1 peptide binding. Potency, µM (highest dose often 57.1 µM), for the others: top-dose activity, negative = inhibition, usual class: inhibitors. 0.66% of 230,000 active; also: nearly all actives have a fitted effect of over 60% in size
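L3MBTL1 (50 nM) pre-complexed 30 min with biotinylated H3(1-15)K9me1 peptide (75 nM), then compounds added for 30 min at room temperature; AlphaScreen streptavidin donor/nickel chelate acceptor beads (10 ug/mL final) read after 30 min dark incubation.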
TRb-SRC2 inh – qHTS for Inhibitors of the Interaction of Thyroid Hormone Receptor and Steroid Receptor Coregulator 2 | Thyroid hormone receptor beta (Homo sapiens), P10828 | TRbeta-SRC2 peptide binding, fluorescence polarization; receptor liganded with 1 µM T3 | Potency, µM (highest dose often 106 µM), for the others: at the top dose activity change, negative = inhibition, hits mostly inhibitors | 0.065% of 280,000 active | AID 1469, 2008;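 also: plate controls were bound peptide for no effect and peptide without receptor for full effect; nearly all actives have a fitted effect of over 50% in size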
Target sequence (P10828 whole entry, looked up): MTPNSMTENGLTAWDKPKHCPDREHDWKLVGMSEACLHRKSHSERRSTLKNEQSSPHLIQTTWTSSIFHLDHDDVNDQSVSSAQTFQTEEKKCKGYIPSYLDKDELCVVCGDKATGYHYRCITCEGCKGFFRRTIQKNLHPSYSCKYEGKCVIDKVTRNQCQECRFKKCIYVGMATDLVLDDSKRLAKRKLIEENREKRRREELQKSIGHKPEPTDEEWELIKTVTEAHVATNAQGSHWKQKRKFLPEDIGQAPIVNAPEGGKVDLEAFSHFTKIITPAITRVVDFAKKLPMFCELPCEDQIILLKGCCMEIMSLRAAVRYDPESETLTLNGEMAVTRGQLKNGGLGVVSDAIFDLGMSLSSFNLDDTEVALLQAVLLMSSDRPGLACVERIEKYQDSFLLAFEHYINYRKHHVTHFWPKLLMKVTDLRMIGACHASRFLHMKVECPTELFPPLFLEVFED
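Read-out is fluorescence polarization (555 nm excitation, 632 nm emission) of a Texas Red SRC2 coactivator peptide; loss of signal reflects blocked binding to human TRb ligand-binding domain in the presence of 1 uM T3.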
Tau fibril FP – qHTS for Inhibitors of Tau Fibril Formation, Fluorescence Polarization; K18 P301L tau heparin fibrillization, Alexa594 FP, 6 h; Microtubule-associated protein tau (Homo sapiens), P10636; Potency, µM (top dose mostly 57.7 µM), for the others: top-dose activity, negative = inhibition, actives largely listed as inhibitors; 0.39% of 280,000 active; AID 1468, 2008; also: nearly all actives have a fitted effect of over 55% in size
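Human tau K18 […] P301L fragment, 15 uM unlabeled plus 0.24 uM Alexa 594-labeled tau (final), with compound and 20 uM heparin in 100 mM sodium acetate pH 7; 6 hr at 37 C, then Alexa 594 FP read.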
Starred values were filed as active, the others as inactive; ? = inconclusive; . = no result given; [ ] = remark or other dose. Unless noted, calls follow the shape of the dose curve; as a rule, active = well fitted curve in the direction sought with a large enough effect; inconclusive = small, poorly fitted or top-dose-only effect, or another doubt; inactive = no such curve, though single readings can be large; an effect the other way counts as inactive or inconclusive. Unless noted, % is scaled to controls: 0 for no effect and ±100 for the full control effect; potency is read from the fitted curve at half-maximal effect.

compound | aGal spleen mod | TR SRC2 fluor cs | ALDH1A1 inh | Tau fluor counter | Tau ThT inhib | L3MBTL1 block | TRb-SRC2 inh | Tau fibril FP
Cc1cc(C(F)F)n2nc(C(=O)Nc3cccc(C(F)(F)F)c3)nc2n1 | -6.2% | -0.3% | 2.2% | -1.4% | -8.5% | -3.0% | -2.0% | -1.5%
COC(=O)NC1C=CCCC1C(C)=O (centres undefined) | 4.9% | 1.2% | -2.8% | -9.9% | 1.0% | . | -3.0% | ?
Cc1ccc(NC(=O)CCc2nnc(SCC(=O)Nc3ccccc3C)n2C)cc1Cl | 1.9% | -1.6% | 0.3% | -23.8% | -7.2% | 3.3% | 0.2% | ?
COc1ccc(-c2nc3c(c4c2C[C@H](c2ccccc2)OC4)CN(S(=O)(=O)c2c(C)noc2C)CC3)c(C)c1 | -9.3%[17.5 µM] | -6.3%[11.2 µM] | 0.447µM* | -3.7%[11.6 µM] | 3.1%[11.5 µM] | . | -0.5%[11.2 µM] | -1.5%[11.6 µM]
Cc1ccc2c(=O)cc(C(=O)Nc3ccc(S(=O)(=O)Nc4ncccn4)cc3)oc2c1C | . | 1.6% | . | -11.1% | -3.5% | . | 2.3% | -4.3%
CC(C)c1ccc(NC(=O)C2CCC(CNS(=O)(=O)c3ccc4c(c3)CCCC(=O)N4)CC2)cc1 (centres undefined) | . | -2.2% | . | -10.7% | -15.6% | . | 7.1% | -0.8%
COc1ccc(C)cc1NC(=O)CSc1nnc(-c2ccco2)n1N | -12.0% | -0.9% | -2.3% | 4.1% | 2.0% | -1.5% | -11.9% | 1.4%
COCCN(C(=O)CSc1nc2ccccc2c(=O)n1CC(C)C)c1c(N)n(Cc2ccccc2)c(=O)[nH]c1=O | -1.9% | -3.4% | -1.6% | -6.0% | -1.3% | . | -4.7% | -1.7%
O=C(Nc1ccc(F)cc1)C1CCN(C(=O)c2ccc([N+](=O)[O-])cc2)CC1 | -3.4% | -10.1% | 0.4% | -3.3% | -4.7% | 3.1% | 4.7% | 0.3%
Cc1cc(Cl)ccc1NC(=O)CS(=O)(=O)c1cccc2nsnc12 | . | -19.7% | . | -4.2% | -2.0% | . | 3.5% | 1.6%
C=CCC(C#Cc1ccccc1)N(C)C (centres undefined) | 3.6% | 1.8% | -1.0% | -4.7% | -3.7% | 4.9% | -0.5% | 2.0%
CCOC(=O)c1ccc2c(c1)nc(SCC(=O)N1CCOCC1)n2CC | 4.1% | 0.8% | 6.5% | -4.0% | -7.3% | 9.2% | 6.0% | -4.2%
S=C(c1cn(CCOc2ccccc2)c2ccccc12)N1CCCC1 | 1.6% | 4.6% | -6.1% | -23.8% | -15.9% | -14.3% | 5.7% | 10.2%
COC(=O)c1ccc(S(=O)(=O)NCc2ccccc2)n1C | -0.1% | -5.5% | . | 4.5% | 0.4% | 12.8% | -5.7% | 4.7%
COc1ccccc1C(=O)NC(=Nc1nc2ccccc2o1)NC(=O)c1ccccc1OC | 7.5% | 1.4% | -4.6% | -1.5% | -12.7% | -1.3% | -10.2% | -0.4%
Nc1ccccc1Nc1cccc(C(F)(F)F)c1 | -2.2% | 0.7% | ? | ? | -6.1% | -16.1% | 1.1% | 14.0%
O=C(COC(=O)c1cccc(C(F)(F)F)c1)NCc1ccccc1 | -3.4% | -4.6% | 7.7% | -0.7% | -0.5% | 11.0% | -2.1% | 8.0%
O=c1c2oc3ccccc3c2n(Cc2ccc(F)cc2)c(=O)n1Cc1ccco1 | . | -0.1% | . | -4.0% | 18.1% | . | -3.6% | ?
CCOC(=O)N1CCN(C(=S)NC(=O)c2ccc(F)cc2)CC1 | 4.8% | -2.3% | -2.6% | 4.4% | -2.7% | 2.4% | -2.7% | -2.1%
COc1ccc(CNC(NC(=O)c2ccccc2)(C(F)(F)F)C(F)(F)F)cc1 | 1.3% | 12.1% | -0.4% | -27.1% | -10.5% | 14.5% | -4.2% | -12.7%
CC(C)(C)c1nn(-c2ccccc2)c2[nH]c(=O)c(CNCc3ccc4c(c3)OCO4)cc12 | 0.9% | -2.4% | ? | -19.4% | -6.6% | . | -11.7% | 0.8%
Cc1ccc([N+](=O)[O-])cc1NC(=S)NC(=O)c1cccs1 | 0.8% | -6.3% | ? | -10.6% | 3.0% | 5.1% | 4.7% | 3.4%
COc1ccc(CCNC(=O)C(C)n2nc(C)c3sc4ccccc4c3c2=O)cc1OC (centres undefined) | . | 0.7% | . | -18.8% | 17.5% | . | -1.3% | ?
Cc1ccc(-c2nnn(CC(=O)N3CCCCC3)n2)c(-n2cnnn2)c1 | 1.1% | 3.2% | ? | -9.5% | -3.7% | -3.0% | -14.7% | -3.9%
O=C(CNC(=S)N(Cc1ccccc1Cl)C1CCCC1)NCCN1CCOCC1 | 15.1% | -3.6% | ? | 5.1% | 6.3% | ? | 2.3% | -0.7%

Next part; it opens with the 2 that closed the last part.
compound | aGal spleen mod | TR SRC2 fluor cs | ALDH1A1 inh | Tau fluor counter | Tau ThT inhib | L3MBTL1 block | TRb-SRC2 inh | Tau fibril FP
Cc1ccc(-c2nnn(CC(=O)N3CCCCC3)n2)c(-n2cnnn2)c1 | 1.1% | 3.2% | ? | -9.5% | -3.7% | -3.0% | -14.7% | -3.9%
O=C(CNC(=S)N(Cc1ccccc1Cl)C1CCCC1)NCCN1CCOCC1 | 15.1% | -3.6% | ? | 5.1% | 6.3% | ? | 2.3% | -0.7%
Cc1cc(C=C2C(=O)CCCC2=O)c(C)n1-c1ccccc1 | 2.2% | 4.9% | ? | -5.5% | ? | ? | 2.2% | -0.7%
CC1=CCP(=O)(c2ccccc2)C1 (centres undefined) | -4.4% | -2.5% | 0.7% | 2.0% | -5.2% | -3.7% | -9.0% | -7.4%
CCCCCCCCCCS(=O)(=O)N/N=C/c1ccc(O)cc1 | 2.5% | 4.3% | 12.6µM* | ? | -5.8% | -0.1% | 2.3% | ?
O=C(COc1ccc2ccccc2c1)N1CCCC1 | 1.1% | 4.6% | -0.8% | 2.4% | -3.1% | -0.2% | 2.2% | 0.1%
Cc1ccc2[nH]c3c(c2c1)CN(C(=O)CN(C)CC1OCCO1)CC3 | 5.5% | -1.0% | ? | -16.3% | -18.3% | -10.9% | 1.8% | -2.2%
Cc1ccccc1S(=O)(=O)Nc1nc2ccccc2nc1N1CCc2ccccc2C1 | 17.5% | -4.5% | 3.4% | 6.8% | 5.6% | 10.5% | -1.1% | 8.8%
Cc1cc(C)n(CCNC(=O)CCc2nnc(CCc3ccccc3)o2)n1 | -4.9% | -0.4%[53 µM] | -2.8% | 7.9% | 2.7% | 0.2% | -4.6%[53 µM] | -0.9%
C/C(CC(=O)NC1CCCC1)=N\NC(=O)Cc1csc(N)n1 | 4.2% | -10.0% | -0.1% | -10.2% | -13.3% | -2.4% | 3.6% | -1.0%
COc1ccc(N2CCN(C(CNC(=O)c3c(F)cccc3F)c3ccc4c(c3)OCO4)CC2)cc1 (centres undefined) | . | -3.2% | . | ? | ? | . | 3.1% | 16.0%
Cc1nc(C)c(N)c(=O)[nH]1 | -17.1% | 2.6% | ? | 3.0% | -5.0% | 32.1%[activator] | 5.9% | -3.5%
Brc1cccc(CSc2nnc(-c3ccncc3)o2)c1 | -4.7% | -4.4% | -6.4% | -18.2% | -7.1% | . | -3.3% | 3.6%
CCn1c(SC/C=C/c2ccccc2)nnc1-c1cnccn1 | 1.4% | -2.2% | -10.0% | -5.3% | -12.5% | . | -2.1% | -0.6%
Cc1scc(C(=O)Nn2cnnc2)c1-c1ccccc1 | -1.2% | -0.8% | -10.5% | 4.4% | 2.9% | . | -3.9% | 9.8%
NC(=S)N/N=C/c1ccc(/C=N/NC(N)=S)cc1 | 0.3% | -3.6% | . | -1.1% | -12.6% | 2.3% | -2.8% | -1.8%
CC(=O)NNC1=Nc2ccccc2N(C)C(C)C1 (centres undefined) | -2.0% | -0.4% | 14.1% | 1.6% | -1.9% | -2.4% | -0.3% | -4.8%
CCOC(=O)C1CCN(S(=O)(=O)Cc2ccccc2)C1=O (centres undefined) | -2.0% | 0.8% | 15.8% | 3.3% | -0.6% | 0.6% | 10.3% | 0.0%
CCOC(=O)C1=C(C)OC(N)=C(C#N)C1c1ccc(C)o1 (centres undefined) | 5.0% | 2.0% | ? | -9.0% | -11.8% | . | -4.9% | -1.9%
COc1ccc(CC(=O)Nc2ccc(-c3nc4ccccc4s3)c(C)c2)cc1 | . | 1.8% | . | 2.6% | -4.6% | . | -1.3% | ?
O=C(CC1NC(=O)NC1=O)Nc1ccc(Cl)cc1 (centres undefined) | 5.8% | -0.9% | -2.0% | -5.1% | -0.4% | . | -26.3% | -3.3%
Cc1oc(-c2cccc(Cl)c2)nc1CSc1nc2ncccc2[nH]1 | . | -20.2% | . | -18.8% | -7.8% | . | 5.4% | -11.6%
Cc1cc2oc(=O)cc(CN3CCN(S(=O)(=O)c4ccc5c(c4)OCCO5)CC3)c2cc1C | -4.6% | -0.1% | ? | -16.5% | -1.0% | -5.6% | -18.8% | ?
COc1ccc(NC(=O)C(CC(C)C)NC(=O)C2CCC(C)CC2)c(OC)c1 (centres undefined) | -0.9% | -1.7% | -1.9% | -21.5% | -16.7% | . | -3.5% | 1.7%

Molecules shown so far that contain a thiophene ring, fused or not:
compound | aGal spleen mod | TR SRC2 fluor cs | ALDH1A1 inh | Tau fluor counter | Tau ThT inhib | L3MBTL1 block | TRb-SRC2 inh | Tau fibril FP
Cc1ccc([N+](=O)[O-])cc1NC(=S)NC(=O)c1cccs1 | 0.8% | -6.3% | ? | -10.6% | 3.0% | 5.1% | 4.7% | 3.4%
COc1ccc(CCNC(=O)C(C)n2nc(C)c3sc4ccccc4c3c2=O)cc1OC (centres undefined) | . | 0.7% | . | -18.8% | 17.5% | . | -1.3% | ?
Cc1scc(C(=O)Nn2cnnc2)c1-c1ccccc1 | -1.2% | -0.8% | -10.5% | 4.4% | 2.9% | . | -3.9% | 9.8%
